HDAC3 inh: HDAC3 deacetylase inhibitors, primary screen, biochemical, fluorescence, cell-free homogeneous | recombinant HDAC3, fluorogenic peptide/trypsin coupled | inhibition, % at 8.3 µM | 320,000 tested, 0.15% active; in the data active = inhibition above about 26%, passing the limit was not always enough
Dyrk1A ADPGlo: rat Dyrk1A kinase inhibitors, primary screen, biochemical, single point, plate reader. Dual specificity tyrosine-phosphorylation-regulated kinase 1A (Rattus norvegicus), Q63470. ADP-Glo luminescence, NFATc1 peptide. inhibition, % at 12.5 µM. 310,000 tested, 0.43% active; in the data active = inhibition above about 50%;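 also: plate controls were vehicle with enzyme for no effect and no enzyme for full effect; many of its hits are not listed in these tables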
KCNK3 inh: human KCNK3 channel inhibitors, primary screen, CHO cells, FluxOR thallium flux, B-score; Potassium channel subfamily K member 3 (Homo sapiens), O14649; FluxOR fluorescence; stronger effect = lower value; B-score at 10 µM; 340,000 tested, 0.84% active; AID 602410, 2012;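 active = B-score under library mean minus 4 SD, starting fluorescence ratio at most library mean plus 5 SD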;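 also: more negative B-score means stronger inhibition of thallium flux through KCNK3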
Target sequence (O14649 whole entry, looked up): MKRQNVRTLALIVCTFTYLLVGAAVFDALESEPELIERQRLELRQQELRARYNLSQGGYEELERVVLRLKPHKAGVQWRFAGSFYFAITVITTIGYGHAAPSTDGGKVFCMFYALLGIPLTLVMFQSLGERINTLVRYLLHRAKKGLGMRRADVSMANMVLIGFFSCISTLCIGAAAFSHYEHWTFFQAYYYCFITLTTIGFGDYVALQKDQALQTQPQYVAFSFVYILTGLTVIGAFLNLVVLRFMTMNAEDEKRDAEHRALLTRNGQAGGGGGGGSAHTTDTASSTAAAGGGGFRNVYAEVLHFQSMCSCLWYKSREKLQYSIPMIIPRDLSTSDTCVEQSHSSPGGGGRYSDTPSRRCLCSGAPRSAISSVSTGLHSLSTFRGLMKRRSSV
GSK3 alpha inh: blockers of GSK3A enzyme activity – biochemical, luminescence, cell-free homogeneous, HTS, primary screen; GSK-3 alpha kinase, ADP-Glo luminescence, 60 min; 320,000 tested, 0.1% active; AID 2650, 2010; Glycogen synthase kinase-3 alpha (Homo sapiens), P49840; inhibition, % at 10 µM;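 in the data active = inhibition above about 50%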;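 also: GST-tagged GSK-3 alpha with peptide substrate and 25 µM ATP; 0% = DMSO neutral wells and 100% = GW8510 positive control wells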
The depositor's hits bear a star; i = inactive; x = not tested or not shown. An excerpt; rates above refer to the full screens.

Order of values: HDAC3 inh | Dyrk1A ADPGlo | KCNK3 inh | GSK3 alpha inh
> O=C1Cc2c([nH]c3ccc([N+](=O)[O-])cc23)-c2ccccc2N1
  x | x | i | x
> COc1c(O)cc2c(c1O)[C@@H]1OC(CO)C(O)C(O)[C@H]1OC2=O (stereo partly specified)
  x | 9 | i | x
> CC1OC(CC(=O)O)CC2=C1C(=O)c1c(O)cccc1C2=O (stereo unspecified)
  x | 11 | i | x
> CCn1cc(C(=O)O)c(=O)c2cc(F)c(N3CCNCC3)nc21
  x | 6 | i | x
> Nc1c2c(nc3ccccc13)CCCC2O (stereo unspecified)
  x | -6 | i | x
> CC(=O)Nc1ccccc1
  x | -2 | i | x
> COc1ccc(/C=C/C(=O)O)cc1
  x | 62* | i | x
> CCOC(=O)NNc1nncc2ccccc12
  3 | 7 | i | -1
> CC(=O)Nc1ccc(O)cc1
  5 | 6 | i | 2

A second format for some results above:
> CC1OC(CC(=O)O)CC2=C1C(=O)c1c(O)cccc1C2=O (stereo unspecified)
- HDAC3 inh: x
- Dyrk1A ADPGlo: 11
- KCNK3 inh: i
- GSK3 alpha inh: x
> CCn1cc(C(=O)O)c(=O)c2cc(F)c(N3CCNCC3)nc21
- HDAC3 inh: x
- Dyrk1A ADPGlo: 6
- KCNK3 inh: i
- GSK3 alpha inh: x
> Nc1c2c(nc3ccccc13)CCCC2O (stereo unspecified)
- HDAC3 inh: x
- Dyrk1A ADPGlo: -6
- KCNK3 inh: i
- GSK3 alpha inh: x
> CC(=O)Nc1ccccc1
- HDAC3 inh: x
- Dyrk1A ADPGlo: -2
- KCNK3 inh: i
- GSK3 alpha inh: x

Structures listed so far marked active in Dyrk1A ADPGlo:
Order of values: HDAC3 inh | Dyrk1A ADPGlo | KCNK3 inh | GSK3 alpha inh
> COc1ccc(/C=C/C(=O)O)cc1
  x | 62* | i | x
